Screening results deposited in PubChem BioAssay by Sanford-Burnham Center for Chemical Genomics.
SENP1 inh = blocks the human SENP1 SUMO protease catalytic domain; AID 624204; recombinant SENP1 catalytic domain, CyPet-SUMO1-YPet FRET cleavage; Q9P0U3; 0.21% of 360,000 active; inhibition, % at 10 µM;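 active = inhibition at least 30% at 10 µM, raw YFP signal under a set limit, fluorescence ratio 0.5 to 1.5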;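 also: 0% = enzyme with DMSO and 100% = no enzyme wells; some results filed as inactive read as strong as hits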
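Material: hSENP1 catalytic domain, recombinant; medium: Tris pH 8 with BME, BSA, NP40 and catalase; compound: single concentration of 10 µM compound, 0.5% DMSO final; technique: FRET read of cyan and yellow fluorescence; timing: 50 min enzyme reaction, room temperature, light-protected; reagent: SFCypet-SUMO1-SFYpet substrate at 25 nM; control set: no-enzyme low, enzyme-DMSO high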
NALP3 yeast inh = inhibitors of NALP3 inflammasome in yeast | Yeast reconstituted NLRP3/ASC/caspase-1, beta-gal luminescence, 24 h | inhibition, % at 10 µM | 0.39% of 330,000 active | AID 2825;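 active = inhibition of 50% or more; inactive = inhibition below 50%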;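 also: plate controls were induced DMSO wells for no effect and uninduced yeast grown without galactose for full effect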
HKDC1 inh = blocks human hexokinase HKDC1 activity; Q2TB90; recombinant HKDC1, G6PDH/diaphorase resazurin coupled fluorescence; inhibition, % at 20 µM; 0.16% of 340,000 active; AID 493160;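 active = inhibition above about 35% when tested at 20 µM, limit read from the data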;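 also: plate controls were DMSO wells with enzyme for no effect and DMSO wells lacking enzyme for full effect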
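Assay system – recombinant HKDC1 (HK5) hexokinase enzyme, produced in-house · Input – HKDC1 at 5 µg/mL · Reagent – glucose plus 1 mM ATP as hexokinase substrates · Timing – 90 min reaction incubation at room temperature, dark · Measured by – G6PDH/diaphorase-coupled fluorescence, 1 mM NADP, 100 µM resazurin, 525/613 nm · Benchmarks – DMSO-enzyme wells negative, buffer-substituted wells positive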
PfGluPho inh = PfG6PD (Plasmodium falciparum) enzyme inhibition; PfGluPho enzyme, NADPH resazurin-diaphorase fluorescence; inhibition, % at 20 µM; 0.78% of 350,000 active; AID 504690;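 active = inhibition reaching at least a set limit at 20 µM in the primary screen, cut at about 59% in these data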;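 also: 0% = DMSO wells with substrate and 100% = DMSO wells lacking glucose-6-phosphate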
Apaf1 inhib = human Apaf-1 inhibition. 0.71% of 330,000 active. reconstituted apoptosome caspase-3 activity, DEVD-Rh110 fluorescence. inhibition, % at 20 µM. O14727; active = inhibition of at least 40% at 20 µM;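 also: plate controls were DMSO wells for no effect and DEVD-CHO caspase inhibitor wells for full effect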
Target sequence (O14727 whole entry, looked up): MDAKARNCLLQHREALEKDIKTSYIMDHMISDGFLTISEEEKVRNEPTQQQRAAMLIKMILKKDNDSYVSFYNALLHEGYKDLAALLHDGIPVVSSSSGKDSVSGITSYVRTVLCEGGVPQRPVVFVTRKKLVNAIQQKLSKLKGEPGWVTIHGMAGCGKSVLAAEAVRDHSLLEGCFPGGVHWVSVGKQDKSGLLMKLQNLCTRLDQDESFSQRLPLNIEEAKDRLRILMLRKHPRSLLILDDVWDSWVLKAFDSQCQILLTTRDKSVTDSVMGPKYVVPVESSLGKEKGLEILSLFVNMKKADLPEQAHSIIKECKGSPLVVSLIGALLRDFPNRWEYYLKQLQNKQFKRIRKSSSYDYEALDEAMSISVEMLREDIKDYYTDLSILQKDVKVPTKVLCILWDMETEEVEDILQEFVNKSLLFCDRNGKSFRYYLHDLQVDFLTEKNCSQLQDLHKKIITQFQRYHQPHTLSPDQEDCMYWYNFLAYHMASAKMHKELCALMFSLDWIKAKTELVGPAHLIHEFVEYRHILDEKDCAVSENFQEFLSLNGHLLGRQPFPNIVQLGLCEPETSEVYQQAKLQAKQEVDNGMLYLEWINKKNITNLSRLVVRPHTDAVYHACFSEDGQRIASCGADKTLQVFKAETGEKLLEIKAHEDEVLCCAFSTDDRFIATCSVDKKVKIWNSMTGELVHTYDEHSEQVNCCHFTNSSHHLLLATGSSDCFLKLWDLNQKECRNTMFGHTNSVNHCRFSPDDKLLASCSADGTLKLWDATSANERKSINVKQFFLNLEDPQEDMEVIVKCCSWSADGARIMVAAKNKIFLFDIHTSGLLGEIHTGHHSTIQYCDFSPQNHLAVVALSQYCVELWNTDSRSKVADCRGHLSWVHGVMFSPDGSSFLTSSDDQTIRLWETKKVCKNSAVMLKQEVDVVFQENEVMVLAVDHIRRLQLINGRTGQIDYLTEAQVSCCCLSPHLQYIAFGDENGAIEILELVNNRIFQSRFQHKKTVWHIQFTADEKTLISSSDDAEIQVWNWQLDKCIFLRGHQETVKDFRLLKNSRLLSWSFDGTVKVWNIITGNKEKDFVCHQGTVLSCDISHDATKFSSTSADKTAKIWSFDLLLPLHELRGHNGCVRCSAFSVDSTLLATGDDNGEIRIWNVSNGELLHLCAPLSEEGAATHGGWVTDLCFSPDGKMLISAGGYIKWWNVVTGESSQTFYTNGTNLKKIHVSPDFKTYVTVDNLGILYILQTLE
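System: reconstituted apoptosome with Apaf-1, cytochrome c, caspase-9, procaspase-3, dATP; Signal: Rh110 fluorescence intensity; Schedule: 30 min compound preincubation, 50 min activation, room temperature; Reagent: cytochrome c trigger plus (Z-DEVD)2-Rh110 caspase-3 substrate.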
SENP6 inh = inhibitors of human SENP6 protease | inhibition, % at 10 µM | 1.8% of 330,000 active | Recombinant SENP6 catalytic domain, aminoluciferin luminescence | Q9GZR1;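 active = inhibition above about 50% at the single tested dose, limit read from the data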;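 also: plate controls were DMSO wells with enzyme for no effect and DMSO wells lacking enzyme for full effect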
SENP8 block-1 = blocks human SENP8 cleavage of Nedd8 substrate | Q96LD8 | recombinant SENP8, Nedd8 substrate fluorescence | inhibition, % at 20 µM | 0.64% of 360,000 active | AID 602440; in the data active = inhibition mostly above about 40%, no sharp cut-off; inactive = mostly below about 27%
SENP8 block-2 = blocks the human protease SENP8. purified SENP8, Z-RLRGG-aminoluciferin cleavage, luminescence. inhibition, % at 10 µM. AID 2540. Q96LD8. 1.2% of 330,000 active; in the data active = inhibition above about 50%
SENP7 inh = inhibitors of human SENP7 protease; recombinant SENP7, Z-RLRGG-aminoluciferin luminescence, 40 min; inhibition, % at 5 µM; 1.5% of 330,000 active;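 active = inhibition above about 50% at the single test dose, limit read from the data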;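 also: plate controls were DMSO with enzyme for no effect and no enzyme buffer wells for full effect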
The depositor's hits bear a star; x = not tested or not shown.

smiles	SENP1 inh	NALP3 yeast inh	HKDC1 inh	PfGluPho inh	Apaf1 inhib	SENP6 inh	SENP8 block-1	SENP8 block-2	SENP7 inh
CCC(C(=O)Nc1ccccn1)c1ccccc1 (stereo not given)	-1	19	-5	3	-12	3	0	-2	4
O=C(O)c1ccc(-n2ncc3c2/C(=C/c2cccc([N+](=O)[O-])c2)CC3)cc1	0	9	6	-20	2	-9	15	-4	-1
CCc1ccc(NC(=O)CC2C(=O)Nc3c2c(=O)n(C)c(=O)n3C)cc1 (stereo not given)	1	10	7	-10	-7	-14	-3	-10	4
CCC1=NN2C(=N)/C(=C\c3cccn3-c3cccc(Cl)c3)C(=O)N=C2S1	0	14	-6	-9	-1	15	-1	1	-2
Cn1c(COc2ccc(Cl)cc2)nnc1SCC(=O)Nc1ccc2c(c1)CCC2	4	21	-8	0	-3	-12	9	-12	4
COc1ccccc1N(Cc1ccccc1)S(=O)(=O)c1cccc(C(=O)Nc2cccc(C)n2)c1	0	10	1	24	28	-9	-3	2	-10
O=C(/C=C/c1ccc([N+](=O)[O-])cc1)NCCc1ccc(F)cc1	0	40	1	1	7	-15	9	1	-9
CCC(C)Sc1ccc([C@@H]2[C@@H]3C(=O)N(CC)C(=O)[C@@H]3[C@]3(C(=O)OC)CCCCN23)cc1 (stereo not given in full)	-1	12	-2	12	35	-22	13	-18	-15
COc1cccc(CNC(=O)C2CCN(S(=O)(=O)c3ccc(Br)s3)CC2)c1	0	20	-1	11	12	-24	4	-6	-2
CSc1nnc(-c2sc3cc(C(F)(F)F)cnc3c2-c2ccccc2)n1C	3	16	-2	-7	-2	-1	-251	6	-4
O=C(NCC1CCCO1)C(c1ccncc1)N(Cc1cccs1)C(=O)Cn1nnc(-c2ccc(F)cc2)n1 (stereo not given)	-6	17	-5	6	-1	-1	-3	2	-2
Cc1nnc(SCC(=O)Nc2sccc2C#N)n1Cc1ccccc1	-1	-1	-3	-9	-2	-2	9	2	0
COc1ccccc1NC(=O)CSc1nnnn1C1CCCCC1	2	27	10	-24	-2	-30	16	-5	-5
COc1cc(NC(=S)NNC(=O)CC(C)C)c(OC)cc1Cl	0	13	-10	12	-3	8	15	7	1
COc1ccc(S(=O)(=O)N2CCC(C)CC2)cc1N(C)S(=O)(=O)c1ccccc1	1	12	4	8	15	-2	-5	-2	1

In the list so far, these contain a Cl atom.
smiles	SENP1 inh	NALP3 yeast inh	HKDC1 inh	PfGluPho inh	Apaf1 inhib	SENP6 inh	SENP8 block-1	SENP8 block-2	SENP7 inh
CCC1=NN2C(=N)/C(=C\c3cccn3-c3cccc(Cl)c3)C(=O)N=C2S1	0	14	-6	-9	-1	15	-1	1	-2
Cn1c(COc2ccc(Cl)cc2)nnc1SCC(=O)Nc1ccc2c(c1)CCC2	4	21	-8	0	-3	-12	9	-12	4
COc1cc(NC(=S)NNC(=O)CC(C)C)c(OC)cc1Cl	0	13	-10	12	-3	8	15	7	1

Further entries
smiles	SENP1 inh	NALP3 yeast inh	HKDC1 inh	PfGluPho inh	Apaf1 inhib	SENP6 inh	SENP8 block-1	SENP8 block-2	SENP7 inh
CCOc1ccc(C(OC(=O)c2ccco2)C(=O)NCc2ccc(C)cc2)cc1 (stereo not given)	0	-6	2	-21	26	3	39	0	-7
CCCCOc1ccc(S(=O)(=O)NNC(=O)c2cc3ccccc3o2)cc1	-1	18	17	-30	6	-5	13	5	4
COc1ccc(NC(=O)c2nnn(CC(=O)Nc3ccccc3OC)c2N)c(OC)c1	1	-6	-1	-1	-5	9	-120	8	2
Cc1cc(C)n(Cc2ccc(C(=O)O)o2)n1	2	2	-8	-33	-7	-6	18	-1	-1
COc1cccc(CN(C(=O)Cc2c[nH]c3ccccc23)C(C(=O)NC2CCCCC2)c2cccs2)c1 (stereo not given)	-11	-2	3	16	22	4	8	-7	6
CCOc1cc(/C=C2/SC(=Nc3ccccc3)N(Cc3cccnc3)C2=O)ccc1OCC#N	-2	-5	-1	3	20	-21	40*	4	0
COC(CNC(=O)CNC(=S)N(Cc1ccccc1)Cc1cccs1)OC	0	9	0	-20	-6	-41	8	-9	-9
O=C(Cc1ccccc1)c1nc2ccccc2s1	-3	-30	-10	-35	23	69*	48*	54*	39
Cn1nnnc1N=N/C(=N/Nc1ccccc1)c1ccccc1	3	44	-2	9	-13	-13	23	11	5
N/C(=N/OC(=O)c1ccccc1F)c1nonc1N	-1	16	11	4	10	98*	21	93*	98*
CCN1CCCC1CNC(=O)Cn1nc(C)n2c(cc3cc(C)ccc32)c1=O (stereo not given)	-7	-2	-6	-4	16	7	-94	15	-4
CC(=O)N1N=C(c2ccccc2)OC1c1cccnc1 (stereo not given)	1	12	-3	-14	0	-9	7	-17	-5
CC(Oc1ccc(-c2ccccc2)c(F)c1)c1ccn(S(=O)(=O)c2cccc3ccccc23)n1 (stereo not given)	-1	9	4	7	13	-8	13	-9	-3
Nc1ccc(N2CCCCC2)c(S(=O)(=O)Nc2ccc(Cl)cc2)c1	3	10	1	29	-4	1	5	-3	-10
CC(=O)c1ccc(NC(=O)c2cc(Cl)nc3ccccc23)cc1	0	2	14	-3	-11	-14	-30	-3	-4
CC(C)OC(=O)/C(=C\c1cccnc1)NC(=O)c1ccccc1	9	17	-8	9	-1	-8	2	-11	-7
Cc1ccc(S(=O)(=O)c2nnn3c2nc(N2CCOCC2)c2ccccc23)cc1C	-2	11	-5	1	4	7	-90	1	11
O=C(O)c1ccc(-n2nncc2-c2ccco2)cc1	1	9	6	-30	3	1	10	-6	4
O=[N+]([O-])c1cccc(-c2cc3cccc[n+]3cc2-c2cccc([N+](=O)[O-])c2)c1	2	12	-1	-6	-19	5	10	3	4
CN(C)S(=O)(=O)c1ccc(C(=O)Nc2cccc(C(=O)O)c2)cc1	0	3	1	-19	-6	4	14	-13	3
CCOC(=O)C1=C(O)/C(=C/c2ccc(OCC(=O)O)c(OCC)c2)SC1=Nc1ccc(OC)cc1	-24	7	10	9	12	-6	-87	-11	-4
CCN(CCO)C(=O)c1ccc2nc(Cc3ccc(OC)cc3)oc2c1	1	x	-4	-6	x	x	8	x	x
CN(Cc1ccc(Cl)cc1Cl)C(=O)c1cccc(S(=O)(=O)N2CCN(c3ccccc3)CC2)c1	3	10	-2	4	13	-3	22	-5	2
Cc1ccc(NC(=S)N(CCN2CCCCC2)Cc2ccco2)cc1	0	3	-8	1	1	6	17	5	0
Cc1ccc([N+](=O)[O-])cc1NC(=O)Nc1cccc(F)c1	2	7	-5	7	4	-14	21	-4	-2
O=C1Nc2cc(Br)ccc2C1(O)c1ccccc1O (stereo not given)	-1	9	-1	-7	5	-17	18	2	3
COc1ccccc1C(C)N(C)Cc1nc(COc2ccccc2)no1 (stereo not given)	3	6	2	-27	10	-4	16	0	11
O=C(O)CCN1/C(=C/C=Nc2ccccc2)Oc2ccccc21	-13	7	-2	3	-10	-7	-58	-4	-1
CC(C)c1ccc(N2C(=NC(=O)C3CC3)SC3CS(=O)(=O)CC32)cc1 (stereo not given)	1	9	-7	-3	-6	-10	6	-2	2
O=C(NCc1ccccc1Cl)C1CCC(CNc2nc(=S)[nH]c3ccccc23)CC1 (stereo not given)	-1	15	-7	-6	22	-22	7	0	-12
Cn1ncc(C#N)c1/N=C/N1CCOCC1	-1	-2	-8	5	9	-22	15	-6	-3
Cc1ccc(C(=O)NNC(=O)c2nn(-c3ccc(F)cc3)ccc2=O)cc1	0	11	-4	4	-8	4	14	0	2
Clc1ccc(-c2cc(COc3ccc4ccccc4c3)no2)cc1	0	15	-5	0	-5	-4	19	7	7
COCCn1c(SCC(=O)Nc2nc(C)cs2)nnc1C(C)C	2	-4	-8	2	-5	22	17	-7	8
O=C(CC1NCCNC1=O)Nc1ccccc1 (stereo not given)	0	8	-11	-1	-6	4	4	-1	2
COc1ccc(S(=O)(=O)Nc2c(C)n(C)n(-c3ccccc3)c2=O)cc1Br	-11	17	-2	9	-2	4	12	5	2
CCNC(=S)Nc1nc2c(cc1C(=O)OCC)CCCC2	-1	-5	-8	-16	2	14	-6	-3	4
COc1ccc(C(=O)C2CCCN(C(=O)CCc3scnc3C)C2)c(C)c1 (stereo not given)	1	10	-10	0	2	-22	2	-6	-4
O=C(Oc1ccccc1N1CCOCC1)c1sccc1Br	2	-17	3	19	-1	-3	11	-7	5
CN1OC(c2ccccc2)=C(CO)C1c1ccccc1 (stereo not given)	1	-4	7	-14	7	12	16	1	1
O=C(CCCC(=O)OCC1CCCO1)OCC1CCCO1 (stereo not given)	3	-8	1	-1	7	-8	9	-11	-12
CCOc1ccc2sc(NS(=O)(=O)c3ccc(N)cc3)nc2c1	1	-20	-4	-18	-4	1	12	-8	-4
CCCCCCn1nc(C(=O)N(CC(C)C)c2c(N)n(CCCC)c(=O)[nH]c2=O)c2ccccc2c1=O	-9	13	2	1	2	2	-3	6	-6
C=CCSc1nnc(CCc2ccccc2)n1N	2	23	2	-3	-8	-13	4	-9	19
CC(NC(=O)COC(=O)[C@@H]1CCCN1S(=O)(=O)c1ccccc1F)C12CC3CC(CC(C3)C1)C2 (stereo not given in full)	2	0	-5	4	31	-6	19	-6	-6
CC1CN(Cc2cc(=O)n3ccsc3n2)CC(C)O1 (stereo not given)	-3	-1	3	0	-4	-10	-76	0	3
Cc1ccc(CCNS(=O)(=O)c2cnc[nH]2)cc1	0	0	-6	-2	0	-15	18	-7	-6
O=C(NC(=S)Nc1cccnc1Cl)c1ccc(F)cc1	2	29	3	11	6	39	6	12	22
COc1cc(/C=N/NC(=O)C(NC(=O)c2ccccc2)c2n[nH]c(=O)c3ccccc23)ccc1OCC(N)=O (stereo not given)	2	15	3	-3	11	-19	-1	-20	18
CC(C)COc1ccc(C(=O)OCCN2CCOCC2)c(O)c1	0	7	-6	0	5	-8	17	3	3
O=C(CCCN1C(=O)c2cccc3cccc(c23)C1=O)N1CCN(Cc2ccc3c(c2)OCO3)CC1	4	-4	7	4	23	10	-139	0	9
Cc1nc2sc(C(N)=O)c(N)c2c(C)c1CC(=O)c1ccccc1	0	7	13	15	0	15	-189	0	7
CC(=O)c1sc(NC(=O)c2ccc(Br)o2)nc1C	-2	26	4	-6	11	26	-138	0	23
O=C(Nc1c(-c2ccccc2)nc2ccccn12)c1cccc(F)c1	0	15	-3	-7	2	5	19	4	0
Cc1cc(Cl)ccc1OCC(=O)NCC(=O)N/N=C/c1ccco1	1	12	-14	16	0	2	12	1	-3

With a hit mark in SENP7 inh, among the entries above:
molecule	SENP1 inh	NALP3 yeast inh	HKDC1 inh	PfGluPho inh	SENP6 inh	SENP7 inh
N/C(=N/OC(=O)c1ccccc1F)c1nonc1N	-1	16	11	4	98*	98*
